mIAP act = increases mouse intestinal alkaline phosphatase activity; muIAP, CDP-Star luminescence, 30 min; active compounds read high; 1 = vehicle-only enzyme signal, 0 = enzyme-free wells; AID 2805; 0.24% of 330,000 active; activation factor at 10 µM;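 active = activation factor of at least 2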; also: the source names both 10 and 20 µM as test concentration; values of inactives mirror those of a sister screen read the other way
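Assay system: mouse IAP enzyme; reagent: chemiluminescent substrate CDP-Star; dosing: test compounds delivered from DMSO solution; schedule: 30 min at room temperature; measured by: luminescence from enzymatic CDP-Star hydrolysis; controls: DMSO-only wells and no-enzyme negative control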
hIAP activ = human IAP activation; 0.16% of 330,000 active; purified human IAP, CDP-Star luminescence, 30 min; active compounds read high; 1 = vehicle-only enzyme, 0 = enzyme-free background; activation factor at 10 µM;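 active = activation factor of the enzyme at least 2-fold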; also: the source names both 10 and 20 µM as test concentration; values of inactives mirror those of a sister screen read the other way
mIAP block = blocks mouse intestinal alkaline phosphatase. purified mouse IAP, CDP-Star luminescence, 30 min. inhibition, % at 10 µM. 0.2% of 330,000 active. AID 2806;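 active = inhibition of at least 40% at 10 µM in the primary screen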;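 also: plate controls were DMSO with enzyme for no effect and no enzyme wells for full effect; values of inactives mirror those of a sister screen read the other way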
PfG6PD inh = PfG6PD (Plasmodium falciparum) enzyme inhibition. PfGluPho enzyme, NADPH resazurin-diaphorase fluorescence. inhibition, % at 20 µM. 0.78% of 350,000 active. AID 504690;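 active = inhibition reaching at least a set limit at 20 µM in the primary screen, cut at about 59% in these data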;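 also: 0% = DMSO wells with substrate and 100% = DMSO wells lacking glucose-6-phosphate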
HKDC1 inh = blocks human hexokinase HKDC1 activity; Q2TB90; recombinant HKDC1, G6PDH/diaphorase resazurin coupled fluorescence; inhibition, % at 20 µM; 0.16% of 340,000 active; AID 493160;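 active = inhibition above about 35% when tested at 20 µM, limit read from the data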;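 also: plate controls were DMSO wells with enzyme for no effect and DMSO wells lacking enzyme for full effect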
Target sequence (Q2TB90 whole entry, looked up): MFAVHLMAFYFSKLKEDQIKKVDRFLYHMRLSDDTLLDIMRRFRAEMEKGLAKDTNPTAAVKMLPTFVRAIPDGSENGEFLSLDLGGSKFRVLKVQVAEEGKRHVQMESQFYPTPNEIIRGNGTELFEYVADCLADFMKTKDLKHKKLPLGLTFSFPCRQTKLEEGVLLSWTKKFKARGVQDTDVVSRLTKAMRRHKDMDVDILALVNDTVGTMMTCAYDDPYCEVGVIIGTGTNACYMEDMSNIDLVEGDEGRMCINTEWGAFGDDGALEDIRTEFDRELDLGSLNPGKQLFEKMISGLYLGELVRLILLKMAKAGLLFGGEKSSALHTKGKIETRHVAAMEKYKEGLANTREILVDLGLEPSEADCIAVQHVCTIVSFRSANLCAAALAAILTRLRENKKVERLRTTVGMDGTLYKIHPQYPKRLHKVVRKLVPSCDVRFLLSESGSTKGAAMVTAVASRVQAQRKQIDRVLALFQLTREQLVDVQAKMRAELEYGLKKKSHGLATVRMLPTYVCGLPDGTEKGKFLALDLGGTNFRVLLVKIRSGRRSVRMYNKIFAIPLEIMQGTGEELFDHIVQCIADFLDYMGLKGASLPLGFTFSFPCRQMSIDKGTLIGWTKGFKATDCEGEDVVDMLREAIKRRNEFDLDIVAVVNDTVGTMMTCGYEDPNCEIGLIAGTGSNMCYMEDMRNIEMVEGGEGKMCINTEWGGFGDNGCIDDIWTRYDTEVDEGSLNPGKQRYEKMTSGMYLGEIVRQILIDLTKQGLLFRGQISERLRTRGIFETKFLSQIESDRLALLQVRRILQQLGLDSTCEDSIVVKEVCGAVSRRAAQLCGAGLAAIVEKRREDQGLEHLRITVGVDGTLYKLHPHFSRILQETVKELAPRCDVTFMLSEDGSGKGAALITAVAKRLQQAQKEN
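Test system: Recombinant HKDC1 (HK5) hexokinase enzyme, produced in-house | Input: HKDC1 at 5 µg/mL | Buffer or medium: Tris pH 8.0 buffer with MgCl2, Tween-20, BSA, BME | Schedule: 90 min reaction incubation at room temperature, dark | Technique: Resazurin-to-resorufin fluorescence via G6PDH and diaphorase coupling, 525/613 nm | Controls: DMSO wells with and without enzyme mix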
ATG4B inh = inhibitors of human ATG4B cysteine protease; Q9Y4P1; ATG4B cleavage of LC3-PLA2, NBD-HPC fluorescence, 1 h; inhibition, % at 8.33 µM; 0.51% of 340,000 active; AID 504462; in the data active = inhibition above about 40%
APOBEC3A inh = human APOBEC3A DNA deaminase inhibition; P31941; recombinant A3A, FAM/TAMRA ssDNA deamination fluorescence; inhibition, % at 20 µM; 0.41% of 330,000 active;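 active = at least 40% inhibition at 20 µM here, with at most 30% in a related deaminase screen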;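 also: plate controls were A3A with DMSO for no effect and wells lacking A3A enzyme for full effect; some results filed as inactive read as strong as hits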
Target sequence (P31941 whole entry, looked up): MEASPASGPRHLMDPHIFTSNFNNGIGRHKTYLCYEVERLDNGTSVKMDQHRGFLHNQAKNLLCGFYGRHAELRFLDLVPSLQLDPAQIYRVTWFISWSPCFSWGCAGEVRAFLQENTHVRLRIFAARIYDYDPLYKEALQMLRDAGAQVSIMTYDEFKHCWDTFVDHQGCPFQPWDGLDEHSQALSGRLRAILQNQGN
hIAP inh = human IAP inhibition; inhibition, % at 10 µM; 0.12% of 330,000 active; purified IAP, CDP-Star luminescence, 30 min;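 active = inhibition reaching a set limit with compound at 10 µM in the primary screen, cut at about 35% in these data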;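 also: plate controls were DMSO wells with enzyme for no effect and no-enzyme buffer wells for full effect; values of inactives mirror those of a sister screen read the other way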
The depositor's hits bear a star; . = no result given.

SMILES	mIAP act	hIAP activ	mIAP block	PfG6PD inh	HKDC1 inh	ATG4B inh	APOBEC3A inh	hIAP inh
Cc1ccc(C(=O)N/C(=C\c2cccc([N+](=O)[O-])c2)C(=O)Nc2cccc(C(=O)O)c2)cc1	1	1.1	-2	-3	-2	3	-2	-6
CC(=O)Nc1ccc(S(=O)(=O)N(C)CC(=O)N2CCN(C(=O)c3ccco3)CC2)cc1	1	1.1	-4	-1	-8	-4	2	-8
O/N=C1/CCCCC1c1ccccn1 (configuration not stated)	1	0.97	-4	-1	-6	-4	4	3
CC(=O)N1CC=C2C(C#N)=C(N)C(C#N)(C#N)[C@H](c3ccoc3)[C@H]2C1	0.91	1.1	10	-3	-8	4	0	-5
O=[N+]([O-])c1ccc(O)c(/C=N/Nc2nc3ccccc3[nH]2)c1	0.75	1.4	25	-8	-34	-8	-1	-43
O=C(OCc1nnc(-c2ccc(Cl)cc2)o1)c1ccc(=O)n(Cc2ccccc2)n1	0.99	1	1	-18	-6	-18	5	-3
CCCCCCN=CC1=C(O)CC(C)(C)CC1=O	1.1	0.9	-6	-12	-5	-10	2	10
C=CCn1c(SCC(=O)Nc2cc(Cl)ccc2C(=O)O)nc2sc(C)c(C)c2c1=O	0.79	0.93	22	-20	8	61*	-4	7
COc1ccc(-n2nc(C(=O)Nc3nc4ccc(OC)cc4s3)c3ccccc3c2=O)c(OC)c1	0.99	1	1	.	.	.	-2	0
Cc1ccc(/C=C/C(=O)N2CCCN(C(=O)/C=C/c3ccc(C)cc3)CC2)cc1	0.93	1.1	7	-1	-14	-24	0	-8
Cc1ccccc1OCC(O)CNC1CCC(NCC(O)COc2ccccc2C)CC1 (configuration not stated)	0.95	0.91	5	-1	4	-4	2	9
O=C(NCC1CCCO1)/C(=C\c1cccs1)NC(=O)c1ccccc1 (configuration not stated)	0.88	0.97	12	11	-7	-2	-3	3
COc1ccccc1NC(=O)/C=C/C(=O)O	0.98	1.1	2	-3	2	2	3	-5
Brc1ccc(-c2nnc(-c3ccccc3Br)o2)cc1	1.1	0.93	-8	3	8	15	3	7
COc1ccc(Nc2cc(C(=O)NCc3ccco3)c3ccccc3n2)c(OC)c1	1.1	0.88	-6	17	-6	2	-5	12

Brought forward from above: 5 entries; new compounds follow.
SMILES	mIAP act	hIAP activ	mIAP block	PfG6PD inh	HKDC1 inh	ATG4B inh	APOBEC3A inh	hIAP inh
Cc1ccccc1OCC(O)CNC1CCC(NCC(O)COc2ccccc2C)CC1 (configuration not stated)	0.95	0.91	5	-1	4	-4	2	9
O=C(NCC1CCCO1)/C(=C\c1cccs1)NC(=O)c1ccccc1 (configuration not stated)	0.88	0.97	12	11	-7	-2	-3	3
COc1ccccc1NC(=O)/C=C/C(=O)O	0.98	1.1	2	-3	2	2	3	-5
Brc1ccc(-c2nnc(-c3ccccc3Br)o2)cc1	1.1	0.93	-8	3	8	15	3	7
COc1ccc(Nc2cc(C(=O)NCc3ccco3)c3ccccc3n2)c(OC)c1	1.1	0.88	-6	17	-6	2	-5	12
Nc1nc(SCC(=O)N2CCCc3ccccc32)n[nH]1	0.97	0.95	3	-3	-1	7	-2	5
Fc1ccc(-c2n[nH]c(=S)n2-c2ccc3c(c2)OCCO3)cc1	0.92	0.93	8	57	-1	-5	-9	7
O=C(/C=C/c1ccccc1)OCC(=O)c1c[nH]c2ccccc12	1	1.2	-3	0	0	12	2	-18
O=c1cc(C(F)(F)C(F)F)oc2ccccc12	0.87	1	13	9	6	-6	0	-1
CCCc1cc(=O)[nH]c(SCc2cc(=O)oc3c(C)c(C)ccc23)n1	1	0.91	-2	-8	6	3	2	9
O=c1ccc(Cl)cn1Cc1ccccc1F	0.93	1.1	7	6	1	1	-6	-13
N#CCN(CC#N)C(=O)C1c2ccccc2Oc2ccccc21	0.95	0.94	5	-9	0	7	-5	6
Cc1onc(-c2ccccc2)c1C(=O)N=C(N)c1ccc(Cl)cc1	0.91	1	9	-2	-5	-5	-2	-4
COC(=O)CC1=C(C(=O)OC)C(c2cccc(OCC(N)=O)c2)C(C#N)=C(N)O1 (configuration not stated)	0.96	0.83	4	8	0	-14	-2	17
CC(CC(=O)O)CC(=O)Nc1nncs1 (configuration not stated)	1.1	1.1	-10	-10	5	8	2	-10
Cc1cc(NC(=O)CN(C)CCOc2ccccc2)ccc1Br	1	1.2	0	-5	6	12	-2	-16
CC(NC(=O)c1ccc(Br)o1)C1CC2CCC1C2 (configuration not stated)	0.96	1.2	4	-7	-7	3	0	-24
CC(C)n1nc(C(=O)Nc2cccc(S(=O)(=O)N3CCCCC3)c2)c2ccccc2c1=O	0.82	1	18	2	-4	-5	-5	-5
CCOc1ncccc1C(=O)Nc1nc(C(C)(C)C)cs1	0.95	0.93	5	-5	4	-5	3	7
CCC1CCCCN1S(=O)(=O)c1ccc(S(=O)(=O)N(Cc2ccccn2)CC2CCCO2)cc1 (configuration not stated)	1	0.79	0	-13	-8	11	0	21
COCCCNc1nc2ccccc2nc1NS(=O)(=O)c1ccccc1	1	1.1	0	-5	-12	-4	2	-14
CCS(=O)(=O)c1c([N+](=O)[O-])ncn1C	0.99	1.1	0	11	-8	-11	-4	-6
CCOC(=O)C1=C(C)N=C2SCCC(=O)N2[C@@H]1c1cccs1	1	1	-1	0	0	-5	6	-3
O=c1[nH]cnc2sc3c(c12)CCC3	1	0.98	-5	-2	0	30	-8	2
O=C(CN1C(=O)NC(CCc2ccccc2)C1=O)Nc1ccc(F)c(F)c1F (configuration not stated)	0.77	1.4	24	-6	-9	-5	0	-35
O=C(c1ccccc1Cl)N1CCSCC1	0.98	0.97	2	-9	1	1	-2	2
Cn1c(=O)c2ccccc2n(CC(=O)N2CCCc3ccccc32)c1=O	1	1	-1	-4	-5	0	-2	-2
c1ccc2c(c1)ncn2CCn1cnc2ccccc21	1.1	1.1	-6	-5	-6	-7	-3	-13
CC1C(=O)N2CCCc3cc(S(=O)(=O)N4CCN(c5ccccc5F)CC4)cc1c32 (configuration not stated)	1.1	0.97	-11	-28	6	11	1	3
CC(C)C(=O)Nc1ccc(NC(=O)c2ccccc2Cl)nc1	0.93	1	7	-8	-1	9	4	-2
CC1CCN(Cc2c(C(=O)N/N=C/c3ccc(C(C)(C)C)cc3)nnn2-c2nonc2N)CC1	0.79	0.82	21	-2	-5	-1	-5	18
COc1cc(/C=C2\SC(=S)N(Nc3ncc(C(F)(F)F)cc3Cl)C2=O)cc(OC)c1OC	0.87	1	13	20	-2	16	-1	-4
Oc1ccc(-c2nc3c4c(ncn3n2)-c2ccccc2CC42CCCC2)cc1	1	0.84	0	14	1	-5	1	16
COc1ccccc1-c1nnc(NC(=O)c2ccc(S(=O)(=O)N(C)Cc3ccccc3)cc2)o1	0.88	1.5	12	-41	-3	28	-2	-47
CCOC(=O)c1cccc(NC(=O)CSc2nnc(C)n2Cc2ccccc2)c1	1.1	1.1	-6	-15	-8	-9	-3	-10
CCOC(=O)CSc1ccc(-c2nc3ccccc3[nH]2)cn1	1.2	1.1	-15	4	1	-6	-3	-6
CCOC(=O)c1cc2c(ccn2C)n1Cc1cc(C)ccc1C	1	0.99	0	15	9	-2	1	1
C/C(=N\NC(=O)CCC(=O)N/N=C(\C)c1ccc(C)o1)c1ccc(C)o1	0.97	1.1	3	2	-5	0	0	-15
COc1ccc(C(=O)C2CCCN(Cc3ccc4c(c3)OCCO4)C2)cc1F (configuration not stated)	0.98	0.99	2	9	1	9	1	1
CCOC(=O)Cc1csc(NC(=O)c2ccc(Cl)s2)n1	0.92	1.1	8	-24	-1	-1	-5	-7
Cc1c(S(=O)(=O)NC2CCCCCC2)c(=O)n(C)c(=O)n1C	1	1	-1	7	-1	-16	0	-2
CCc1ccc([C@@H]2CC=C(C(=O)O)[C@H](c3ccc(C)cc3)N2S(=O)(=O)c2ccc(C)cc2)cc1	0.89	1	11	-1	10	7	1	-1
COc1cc(/C=N/NC(=O)CC23CC4CC(CC(C4)C2)C3)cc(Br)c1OCC(=O)N(C)C	1	0.97	-2	3	1	-2	-1	3
O=c1[nH]c2ccccc2c(O)c1-[n+]1ccccc1	1	0.99	-5	40	-8	-12	2	1
COCCCNC(=O)CCSc1ccc(Cl)cc1	0.98	0.89	2	-5	-4	-9	-2	11
c1nc(N2CCC3(CC2)OCCO3)c2[nH]cnc2n1	0.89	1	11	-6	12	0	-1	-1
O=C(NCc1ccccc1Cl)C1CCCN1C(=O)NCc1ccccc1 (configuration not stated)	1	0.95	-1	-21	5	8	-4	5
N#Cc1nc(-c2ccc(F)cc2)oc1N1CCN(C(=O)c2ccco2)CC1	0.94	0.97	6	3	0	-4	2	2
COc1cccc(-c2c(C(=O)N/N=C/c3ccoc3)nnn2-c2nonc2N)c1	0.97	1	3	4	7	-2	2	-5
CCOC(=O)C1CCN(S(=O)(=O)c2cc(C(=O)OC)n(C)c2)CC1	0.98	0.96	2	-7	5	4	-2	4
COc1ccc(NC(=O)c2cc(-c3ccc(C)c(C)c3O)n[nH]2)cc1Cl	1.3	1.8	-29	-12	-3	7	0	-80
O=c1nc(N2CCOCC2)nc(N/N=C/c2ccc3c(c2)OCO3)[nH]1	1	1	-2	15	-12	2	18	0
COc1cc(/C=N/NC(=O)c2ccncc2)ccc1OC(=O)c1ccccc1Cl	0.82	1.2	18	-3	2	0	-2	-24
Cc1ccccc1OCCOC(=O)c1cc(S(=O)(=O)N2CCCCC2)ccc1N1CCOCC1	0.97	1	3	0	3	-2	-3	0
COc1cccc(N2CCN(S(=O)(=O)c3cccc4cccnc34)CC2)c1	1	0.98	-4	-15	-5	-18	2	2
CC(=O)c1ccc(CCCCCCCCCC(=O)O)s1	1	0.87	-3	-28	0	2	-2	13
O=C(CNc1cccc(S(=O)(=O)N2CCCCC2)c1)Nc1ccccc1F	1	1	0	1	-3	-6	-3	0
CN(C)S(=O)(=O)c1cc(NC(=O)c2cc(=O)c3ccccc3o2)ccc1Cl	1	1	-1	33	3	-18	-3	-2
Cc1cccc(C(=O)N2CCNC(=O)C2CC(=O)Nc2cccc(Cl)c2)c1 (configuration not stated)	0.99	0.85	1	-1	-2	-4	-1	15
C=CCc1cccc2ccc(=O)oc12	1	1.1	-2	30	-10	3	-2	-14
CCOC(=O)c1sc2nc3c(cc2c1N)COC(C)(C)C3	1.1	1.1	-11	14	3	-9	0	-11
CC1CCCCN1C(=O)CCn1c(=S)oc2ccccc21 (configuration not stated)	1.1	0.98	-9	-4	-5	29	7	2
CC(=O)N1CCc2cc(S(=O)(=O)NCCC(=O)NCCc3ccc(C)cc3)ccc21	0.9	0.81	10	-5	-5	3	-3	19
CCSc1nc2sc3c(c2c(=O)n1-c1ccc(OC)cc1)CCN(C)C3	1.1	1	-9	5	-6	-2	-6	-3
NC(=O)c1ccc(NC(=O)COC(=O)c2cc(S(=O)(=O)N3CCOCC3)ccc2N2CCCCC2)cc1	1	1.2	0	-11	-2	-10	-9	-17

Continuation.
SMILES	mIAP act	hIAP activ	mIAP block	PfG6PD inh	HKDC1 inh	ATG4B inh	APOBEC3A inh	hIAP inh
CCCCN(C)C(=O)CC(NS(=O)(=O)c1ccc(NC(C)=O)cc1)C(C)C (configuration not stated)	0.95	0.94	5	-1	2	-1	5	6
CCOc1ccccc1C(=O)Nc1ccc(NC(=O)c2ccccc2)cc1	1.1	0.9	-9	-11	3	5	0	10
O=C(COC(=O)c1cccc(S(=O)(=O)N2CCOCC2)c1)NCc1ccccc1	0.98	1.1	2	-6	-8	-5	-2	-7
O=C(CCCc1nc(-c2ccc(Cl)cc2)no1)NCC1CCCO1 (configuration not stated)	0.96	0.85	4	-17	4	4	0	15
